F508del corr: F508del CFTR correction, initial screen, CFBE line, single point; 0.36% of 350,000 active; activity (quench increase), % at 7.58 µM; AID 720511, 2013; CFBE cells, YFP halide quenching; stimulated with forskolin plus potentiator P3; % fluorescence drop versus neutral controls;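 active = mean added fluorescence quench of at least 8% versus neutral control, with both replicates also reaching 8%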;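 note: cells transiently co-express mutant CFTR-F508del with the halide-sensitive YFP; corrector assay measuring rescue of mutant channel to the surface after 24 h compound exposure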
PGC1a acetyl inh: inhibitors of PGC1a acetylation signal, primary screen, cell-based, U2OS, AlphaScreen, inhibitor mode | AID 651687, 2012 | AlphaScreen anti-acetyl-lysine; with virally co-expressed GCN5 acetyltransferase | 0.17% of 350,000 active | inhibition, % at 15.6 µM;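 active = every replicate shows inhibition of at least 40%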;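 note: 0% = neutral control wells and 100% = positive control wells; some results beyond the cut were filed as inactive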
Cneo AK release: Cryptococcus neoformans cell lysis inducers, primary screen, AK release luminescence, single concentration. C. neoformans lysis, adenylate kinase release luminescence, 4 h; normalised: neutral wells 0, clomiphene wells 100. lysis activity, % at 15 µM. 0.2% of 360,000 active;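 active = mean lysis activity across replicates of at least 80%, whatever share of replicates individually reach that level; inactive = mean lysis activity below 80%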
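Assay system: C. neoformans cells. Amount: yeast cell density of 5 × 10^6 cells/mL. Technique: AK luminescence. Buffer or medium: YPD. Times: static 4 h at 37 °C with compound, 1 h detection. Dosing: single-point compound dose. Read-out: lysis from increased AK signal.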
PglD inh: C. jejuni PglD acetyltransferase inhibitors, primary screen, biochemical, DTNB colorimetric, single point. UDP-N-acetylbacillosamine N-acetyltransferase PglD (Campylobacter jejuni). purified PglD enzyme, DTNB colorimetric CoA detection. inhibition, % at 12.5 µM. 0.098% of 360,000 active; in the data active = inhibition above about 16%, passing the limit was not always enough; note: strong numbers were not always called active
GSIS activator: GLuc luminescence reporter in INS-1E cells, primary screen for activators of glucose-dependent secretion of insulin | INS-1E GLuc reporter insulin secretion, 2-3 h | activation, % at 16.6 µM | 0.61% of 370,000 active | AID 743287, 2014;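 active = lowest replicate activation of at least 40%, so every replicate reaches that level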;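 note: 0% = median of neutral control wells and 100% = median of IBMX positive control wells; some compounds called inactive have numbers as strong as hits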
C2C12 statin: suppressors of statin myotoxicity in C2C12 myotubes, primary screen, cell-based, single point, plate reader; 0.78% of 330,000 active; AID 602340, 2012; C2C12 myotubes + simvastatin, ATP luminescence, 48 h; scaled: DMSO 0, geranylgeraniol control 100; rescue of ATP level, % at 7.49 µM;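 active = mean ATP rescue above about 67%, or every replicate alone reaching that limit, limit read from the data, passing the limit was not always enough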;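 note: myotubes were challenged with 10 µM simvastatin during compound exposure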
FN deposit inh: inhibitors of fibronectin matrix deposition, primary screen, AH1F cells, Alexa488-fibronectin fluorescence, plate reader; 0.086% of 350,000 active; AH1F fibroblasts, overnight; inhibition, % at 12.6 µM; AID 743247, 2014;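 active = mean inhibition across replicates of 30% or more, regardless of how many single replicates reach that level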;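 note: positive control wells lacked labelled fibronectin entirely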
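Test system: AH1F fibroblast monolayer depositing Alexa488-labelled fibronectin into matrix. Input: 10000 cells per well. Technique: fluorescence, ex 485 nm, em 525 nm. Buffer or medium: DMEM plus 2% serum, read in PBS. Timing: 1 h cell adhesion before compound, then overnight fibronectin incubation. Compound: single dose, pinned. Read-out basis: inhibition from reduced deposited-fibronectin fluorescence.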
miR-122 sensor: miR-122 Renilla sensor signal increase in Huh7, primary screen, miR-122 inhibitor project, cell-based, single point, plate reader; 0.3% of 340,000 active; activation (reporter increase), % at 12.5 µM; AID 602342, 2012; Huh7 miR-122 Renilla luciferase sensor, 48 h; neutral wells = 0, positive control = 100;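 active = mean replicate activation score at least 90 and every replicate individually at or above 90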;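 note: higher luciferase means less miR-122 activity so hits act as miR-122 inhibitors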
Numbers without * were called inactive; x = not tested or not shown; [ ] = another dose, or the depositor's remark.

SMILES	F508del corr	PGC1a acetyl inh	Cneo AK release	PglD inh	GSIS activator	C2C12 statin	FN deposit inh	miR-122 sensor
CCOC(=O)c1c(NC(=S)Nc2ccc(F)cc2)sc2c1CCC2	x	x	4	0	x	-16	-6	4
CC1=C(C(=O)N(C)C)CC(CC(=O)NCCN2CCOCC2)C(=O)N1Cc1ccc(C(C)(C)C)cc1 (stereo not drawn)	0.5	3	-1	0	7	7	5	-8
Cc1ccc(SCCSc2nc(C)cc(=O)[nH]2)cc1	0.9	x	-1	0	2	-2	-5	2
CC(C)CNC(=O)[C@@H]1CSC2c3ccccc3C(=O)N21 (stereo partly drawn)	-2.8	-2	-2	1	-6	4	x	-15
Cc1ccc(C)c(N2CCN(C(=O)c3cc(S(=O)(=O)N4CCCC4)cn3C)CC2)c1	4.4	-5	-1	4	-27	-1	-11	-6
C[C@H]1CN([C@@H](C)CO)C(=O)c2cccc(NC(=O)Nc3ccc(C(F)(F)F)cc3)c2O[C@H]1CN(C)C(=O)NC1CCCCC1	8.8*	23	-4	-2	7	-25	x	-3[16.7 µM]
C/C(=N\Nc1cc(N2CCOCC2)nc(C)n1)c1ccc(F)cc1	x	-8	-1	9	x	-6	1	-8
Cc1noc(C)c1NC(=O)N(C)C[C@H]1Oc2ccc(NC(=O)c3ccncc3)cc2C(=O)N([C@H](C)CO)C[C@H]1C	1.0	17	2	2	12	14	x	5[16.7 µM]
O=C(NNC(=O)c1cc2ccccc2o1)c1ccncc1	-2.3	25	0	2	-2	-6	-2	-5
C=CCn1c(CSCc2ccc(F)cc2)n[nH]c1=S	0.8	4	3	-4	-5	23	-10	-5
CCN(CC)C(=O)C1=C(C)N(Cc2ccc(OC)cc2)C(=O)C(CC(=O)NCCN2CCOCC2)C1 (stereo not drawn)	0.6	5	-1	-1	2	6	6	-4
O=c1cc(O)c2ccccc2n1Cc1ccccc1	-0.3	x	-1	4	-1	-2	-7	-6
Cc1ccc(S(=O)(=O)N2CCN(C(=O)c3ccccc3)C2C(C)C)cc1 (stereo not drawn)	0.9	-3	-1	3	-1	-13	x	1
Cc1ccc(CNC(=O)[C@H](Cc2ccccc2)NC(=O)c2ccco2)cc1	-1.2	1	0	3	14	1	4	-2
CC1=C(C(=O)Nc2ccccc2)C2(CCCCC2)C(C#N)=C(S)N1	x	-4	-16	2	x	23	x	6
COc1cccc(-c2csc(NNC(=O)c3cccs3)n2)c1	0.8	-8	-1	2	16	x	3	-4
COc1cccc(C(=O)Nc2ccc3c(c2)C(=O)N(C)C[C@H](OC)[C@@H](C)CN(C)[C@@H](C)CO3)c1	3.7	-2	-1	1	-5	-3	-10	-16[16.7 µM]
C/C(CC(=O)Nc1ccc2ccccc2c1)=N\NC(=O)c1ccc(O)c(O)c1	-1.0	-5	-1	3	-6	x	3	-4
CN=C(Nc1ccc(Cl)cc1)c1ccc(C(F)(F)F)cc1	x	-6	-7	5	x	-7	0	12
C/C=C/c1cnc2c(c1)C(=O)N([C@H](C)CO)C[C@@H](C)[C@H](CN(C)C(=O)NC1CCCCC1)O2	1.7	2	6	0	3	27	2	-7[16.7 µM]
COc1ccc(CCNC(=O)Cc2cccc(C(F)(F)F)c2)cc1OC	-0.3	x	1	-1	22	29	-7	0
Cc1cccn2cc(CSc3ccccc3N)nc12	x	11	-1	1	x	-4	x	-8
CCOc1ncccc1C(=O)N=c1sccn1C	0.3	x	-2	3	13	9	-11	-3
O=[N+]([O-])c1cccc(S(=O)(=O)NCCc2cccs2)c1	-1.7	-4	x	x	2	11	0	71
Cc1ccccc1Cn1c(=O)n(C)c(=O)c2sccc21	-1.0	-10	-5	-6	15	5	1	-8
SMILES	F508del corr	PGC1a acetyl inh	Cneo AK release	PglD inh	GSIS activator	C2C12 statin	FN deposit inh	miR-122 sensor
CCOC(=O)C1CCCN(C2CC(=O)N(c3ccc(C(C)C)cc3)C2=O)C1 (stereo not drawn)	-1.5	-1	0	7	-5	-2	-19	0
Cc1nc2scc(C)n2c(=O)c1S(=O)(=O)Nc1ccc(F)cc1	2.0	-11	1	2	3	-2	6	66
CN(Cc1c(C(=O)N/N=C/c2ccccc2)nnn1-c1nonc1N)c1ccccc1	-0.6	x	0	2	-3	1	0	0
CCCNC(=O)N1C[C@@H]2[C@H](c3ccccc31)[C@@H](CO)N2Cc1ccc2c(c1)OCO2	2.7	1	1	0	6	-1	x	3[16.7 µM]
O=C(COC(=O)c1ccc([N+](=O)[O-])o1)NCCc1ccccc1	4.9	-1	-1	2	-22	11	-7	-2
COc1ccc(N2CCN(C(=O)Nc3cccc(C(F)(F)F)c3)CC2)cc1	x	-8	6	2	-20	x	2	-1
O=S1(=O)CCS(=O)(=O)C1c1ccccc1	-5.1	8	2	-3	x	x	14	x
CC(N1CCOC1=O)S(=O)(=O)c1ccccc1 (stereo not drawn)	x	5	0	2	x	-7	3	3
CCCCC(CC)Cn1c(N)c(C#N)c2nc3ccccc3nc21 (stereo not drawn)	2.2	-8	0	4	-1	24	x	8
CCOC(=O)C1CCN(C(=O)CNC(=O)Cn2c(C)cc3ccccc3c2=O)CC1	-0.9	x	0	-4	1	-1	0	x
Cc1nnc(SCC(=O)NC2CC2)s1	3.8	x	1	-4	15	-1	x	x
CN1C(=O)c2cc(NC(=O)Nc3ccc(Cl)cc3)ccc2OC[C@@H]2O[C@@H](CC(=O)O)CC[C@H]21	-1.8	-3	8	-3	-2	-7	-3	14[16.7 µM]
CN(C)C(=O)CSCc1c(Cl)cccc1Cl	x	6	-1	4	x	x	x	-6
NC(=O)C1=C[C@@H](c2ccccc2)C[C@@H](OCc2ccc(CO)cc2)O1	1.5	-9	0	10	-10	4	8	-1
O=C(c1ccccn1)N1C[C@@H]2[C@H](c3ccccc31)[C@H](CO)N2CC1CCCC1	2.1	-5	0	0	4	3	x	-17[16.7 µM]
Cc1cc(NC(=O)CCCC(=O)N(CC(=O)NC2CCCCC2)c2ccccc2)no1	x	-10	4	2	x	3	3	-4
O=C(C[C@H]1CC[C@H]2[C@@H](COC[C@H](O)CN2C(=O)Nc2ccc(Cl)c(Cl)c2)O1)NCc1ccc(F)cc1	-1.6	5	3	-1	-15	2	4	-13[16.7 µM]
COc1ccccc1S(=O)(=O)N(C)C[C@H]1OCc2ccccc2-c2c(n(C)c3ccccc23)C(=O)N([C@@H](C)CO)C[C@H]1C	5.9	-7	-5	1	-24	4	-2	x
CC1CCC2(CC1)NC(=O)N(NC(=O)c1cccc(N(C)C)c1)C2=O (stereo not drawn)	-0.4	6	0	-1	-2	2	-9	5
Cc1c(C)n(C)c2ccc(C(=O)N3CCN(c4ccccc4)CC3)cc12	-1.4	0	0	-2	8	-10	0	2
O=C(CC1(O)C(=O)N(CCc2ccccc2)c2ccccc21)c1ccco1 (stereo not drawn)	x	-5	-3	1	x	4	x	1
C[C@H](CO)N1C[C@H](C)[C@H](CN(C)C(=O)C2CCCCC2)Oc2ncc(C3=CCCC3)cc2C1=O	-0.3	3	-1	8	0	32	-17	0[16.7 µM]
Cc1ccc(OCCCCN2CCC(C)CC2)c(Br)c1	x	x	3	9	39	x	3	3
Cc1cccc(-c2ccc([C@H]3[C@@H](CO)N4CCCCN(S(=O)(=O)c5cn(C)cn5)C[C@@H]34)cc2)c1	-0.9	-4	-1	11	-16	x	x	-2[16.7 µM]
O=C(Cn1cc(C(=O)C2CC2)c2ccccc21)Nc1ccc(F)cc1	2.7	2	-2	-1	17	4	-1	2
SMILES	F508del corr	PGC1a acetyl inh	Cneo AK release	PglD inh	GSIS activator	C2C12 statin	FN deposit inh	miR-122 sensor
CCC(=O)c1ccc(N2CCN(C(=O)c3ccccc3Br)CC2)c(F)c1	-0.5	x	3	1	-41	-1	x	-2
C[C@H]1CN([C@@H](C)CO)C(=O)c2cc(C#CC3CC3)cnc2O[C@@H]1CN(C)S(=O)(=O)c1cccc(F)c1	-1.6	-18	34	1	6	25	x	0[16.7 µM]
CC(C)N1C(=O)c2ccccc2N(Cc2ccccc2)S1(=O)=O	-3.6	x	-3	-3	x	3	-8	-3
COc1cccc(NS(=O)(=O)c2nc3nc(C)cc(C)n3n2)c1	-0.9	x	-1	0	19	4	-5	x
N#CCC(=O)Nc1ccc(C(=O)NNC(=O)c2ccccc2-n2cccc2)cc1	0.5	11	5	-2	1	-5	1	-14
C[C@@H]1CN([C@@H](C)CO)S(=O)(=O)c2ccc(Br)cc2O[C@@H]1CN(C)Cc1cncnc1	-5.8	-2	-1	0	19	2	x	-3[16.7 µM]
Fc1cc(Cl)ccc1Nc1nc(NCc2ccccc2)nc2ccsc12	2.5	x	0	-4	-3	-3	15	-4
CC(=O)Nc1cc(NC(C)=O)cc(C(=O)OCC(=O)N(c2ccccc2)C2CCS(=O)(=O)C2)c1 (stereo not drawn)	1.0	3	0	0	27	11	-3	0
CC(C)(C)n1nnnc1CN1CCSCC1	x	-7	2	1	x	-14	8	-3

Screening data (PubChem BioAssay)
